# SDO1 yeast rescue – restores growth of sdo1-depleted yeast; z-score at 10 µM; AID 817; 0.21% of 140,000 active; S. cerevisiae sdo1-depleted JHY4D growth rescue, OD600 30 h; active compounds read high; pdr5 snq2 efflux-pump mutant strain;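 active = z-score above 3 at both the 24 hr and the 30 hr optical density reads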;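 note: z-score against mean and SD of all compound wells on the same plate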
# Insulin prom inh – TRM-6 insulin promoter activity inhibition; TRM-6 cells (human fetal islet line), insulin promoter-eGFP reporter, imaging; reporter expression induced with tamoxifen; inhibition, % at 2 µM; 0.9% of 130,000 active; AID 1273;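 active = inhibition above the mean plus 3 SD, with well images judged a real hit on visual review, cut at about 60% in these data, passing the limit was not always enough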
# SDO1 yeast rescue Rescue 24 h – second read-out of SDO1 yeast rescue, no call of its own (marks repeat the call); z-score; S. cerevisiae sdo1-depleted JHY4D growth rescue, OD600; measured here: growth rescue at 24 h;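 0 is the plate mean of compound wells and units are plate SD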
# * = called active by the depositor; · = not tested or not shown; [ ] = remark or other dose. Some of the compounds tested. The share of hits here may be higher or lower than overall.
SMILES,SDO1 yeast rescue,SDO1 yeast rescue Rescue 24 h,Insulin prom inh
CSCC[C@H](NC(=O)C1CCN(S(=O)(=O)c2ccc(C)cc2)CC1)C(=O)NC1CCS(=O)(=O)C1 (stereo not given in full),-0.53,-0.23,29
COc1ccccc1CNC(=O)C1=C(C)C(=O)OC12CCC(C)CC2 (stereo not given),0.05,-0.05,·
COc1ccccc1N/C(=N/S(=O)(=O)c1ccc(C)cc1)c1ccccc1,-0.96,-0.73,-6
COc1cc(OC)cc(C(C(=O)NCc2ccccc2)N(Cc2ccco2)C(=O)c2ccno2)c1 (stereo not given),-0.35,0.2,·
CCCCCCCCC(=O)N/N=C(\C)c1ccco1,0.08,0,-7
O=C(CSc1ccccc1)N1CCN(c2ccccn2)CC1,·,·,19
Cc1nc2ccc(NC(=S)NC3CC3)cc2nc1C,0.55,0.46,·
N#Cc1ccc(/C=N/NC(=O)c2ccccc2F)cc1,1.1,0.75,·
Cc1c(Br)cc(C(=O)O)c(C)c1C,-0.15,-0.01,-164
Cc1occc1-c1nnc(SCc2nnc(-c3ccc(Cl)cc3)o2)n1C,1.3[6.2 µM],0.75,·
Cc1cc(C)nc(N/N=C/c2ccccc2)n1,0.49[15.7 µM],-0.17,6
C(=N\n1cnnc1)/c1ccc(OCc2cccc3ccccc23)cc1,-1.1,-0.35,31
N#Cc1nc(COc2ccccc2Cl)oc1NCc1cccnc1,-1.8,-0.22,68
Cc1cn(C(=O)CN2C(=O)c3ccccc3C2=O)c(C)n1,1.9,0.15,-6
N#Cc1c2n(c(=S)n(-c3ccccn3)c1=O)CCCCC2,-1.1,-0.85,-13
CCOC(=O)CCCNC(=O)CCNC(=O)c1ccc(OCC)cc1,1.1,0.66,30
CC1(C)CC(=O)C/C(=N\NC(=S)NCc2ccccc2)C1,·,·,0
Cn1c(N)c(C(=O)COC(=O)c2cc(C(F)(F)F)nc3ccccc23)c(=O)n(C)c1=O,-0.48,-0.81,-10
COc1ccc(-n2cc(-c3ccccc3)c3c(=O)[nH]cnc32)cc1,-1.6,-0.73,-38
N#Cc1c(N)nc2c(c1-c1cccnc1)CCCCC2,-0.78,-1.7,26
CC(=O)N1CCN(S(=O)(=O)c2cccc(C(=O)NC3CCCc4ccccc43)c2)CC1 (stereo not given),0.54,0.71,-47
COc1ccc2nc(NC(=O)C3CCCN3S(=O)(=O)c3ccc(C)cc3)sc2c1 (stereo not given),-1.6,-0.6,-67
O=C(O)C1CC(=O)N(c2ccc(F)cc2)C1 (stereo not given),0.76,0.16,-52
O=C(C1COc2ccccc2O1)N1CCN(Cc2ccc3c(c2)OCO3)CC1 (stereo not given),-1.1,-0.41,·
COc1ccc(S(=O)(=O)Nc2cccc(/C=C/C(=O)O)c2)cc1,0.9,0.73,-22
COC(=O)Nc1ccc(S(=O)(=O)N2CCC(Cc3ccccc3)CC2)cc1,-1.5,-1.2,30
COc1cccc(-c2nc(-c3ccccn3)no2)c1,-0.24,-0.91,11
COC(=O)c1sc(S(=O)(=O)N2CCC(C)CC2)c(C(=O)OC)c1C,-0.39,-0.61,·
CCN(CC)S(=O)(=O)c1cc(C(=O)Nc2cccnc2)ccc1Cl,3.3*,3.8*,-7
CCCOc1ccc2c3c(c(=O)oc2c1OCCC)CCC3,-0.63,-0.32,-39
CCOc1ccccc1N/C(=C(/C(Cl)=C(Cl)Cl)[N+](=O)[O-])n1cncn1,-0.68,-0.85,-10
Nc1cccc(-c2cn3cc(C(F)(F)F)cc(Cl)c3n2)c1,-0.63,-1.1,·
Nc1nc(SCC(=O)Nc2ccccc2)[nH]c(=O)c1-c1ccccc1,0.77,0.76,6
O=C(NCCCn1ccnc1)c1cc2cc([N+](=O)[O-])ccc2oc1=O,0,0.38,0
O=c1ccc(Cc2ccccn2)n[nH]1,2,0.42,31
CCC(C)(C)n1nnnc1CN1CCC(NC(=O)c2ccccc2C)CC1,0.64,0.38,62
CCOC(=O)CCCSc1nc(-c2ccc3c(c2)OCO3)cc(C(F)(F)F)c1C#N,-0.28,0.16,40
COc1ccc(CCNC2CC(=O)N(CCc3ccc(OC)c(OC)c3)C2=O)cc1OC (stereo not given),1.6,2.5,·
COc1ccc(N2C(=O)CC(Sc3nc(C)c4c(n3)CCCC4)C2=O)cc1 (stereo not given),-0.7,-1,6
O=C(O)c1cccc(N2C(=O)c3cccnc3C2=O)c1,0.94,1.3,-39

# Ordered by SMILES length (lowest first): some entries from above.
SMILES,SDO1 yeast rescue,SDO1 yeast rescue Rescue 24 h,Insulin prom inh
O=c1ccc(Cc2ccccn2)n[nH]1,2,0.42,31
O=C(O)C1CC(=O)N(c2ccc(F)cc2)C1 (stereo not given),0.76,0.16,-52
COc1cccc(-c2nc(-c3ccccn3)no2)c1,-0.24,-0.91,11
N#Cc1c(N)nc2c(c1-c1cccnc1)CCCCC2,-0.78,-1.7,26
CCCOc1ccc2c3c(c(=O)oc2c1OCCC)CCC3,-0.63,-0.32,-39
O=C(O)c1cccc(N2C(=O)c3cccnc3C2=O)c1,0.94,1.3,-39
CCOC(=O)CCCNC(=O)CCNC(=O)c1ccc(OCC)cc1,1.1,0.66,30
Nc1cccc(-c2cn3cc(C(F)(F)F)cc(Cl)c3n2)c1,-0.63,-1.1,·
CCN(CC)S(=O)(=O)c1cc(C(=O)Nc2cccnc2)ccc1Cl,3.3*,3.8*,-7
Nc1nc(SCC(=O)Nc2ccccc2)[nH]c(=O)c1-c1ccccc1,0.77,0.76,6
COc1ccc(-n2cc(-c3ccccc3)c3c(=O)[nH]cnc32)cc1,-1.6,-0.73,-38
O=C(C1COc2ccccc2O1)N1CCN(Cc2ccc3c(c2)OCO3)CC1 (stereo not given),-1.1,-0.41,·
O=C(NCCCn1ccnc1)c1cc2cc([N+](=O)[O-])ccc2oc1=O,0,0.38,0
COc1ccc(N2C(=O)CC(Sc3nc(C)c4c(n3)CCCC4)C2=O)cc1 (stereo not given),-0.7,-1,6
COc1ccc(CCNC2CC(=O)N(CCc3ccc(OC)c(OC)c3)C2=O)cc1OC (stereo not given),1.6,2.5,·
CCOC(=O)CCCSc1nc(-c2ccc3c(c2)OCO3)cc(C(F)(F)F)c1C#N,-0.28,0.16,40
CCOc1ccccc1N/C(=C(/C(Cl)=C(Cl)Cl)[N+](=O)[O-])n1cncn1,-0.68,-0.85,-10
CC(=O)N1CCN(S(=O)(=O)c2cccc(C(=O)NC3CCCc4ccccc43)c2)CC1 (stereo not given),0.54,0.71,-47
Cn1c(N)c(C(=O)COC(=O)c2cc(C(F)(F)F)nc3ccccc23)c(=O)n(C)c1=O,-0.48,-0.81,-10

# Next compounds follow:
SMILES,SDO1 yeast rescue,SDO1 yeast rescue Rescue 24 h,Insulin prom inh
Cc1ccc(NS(=O)(=O)c2ccc(OCC(=O)NCc3ccncc3)cc2)cc1,1.6,1.6,·
COc1ccc(N2C(=O)CC(n3c(CCCCO)nc4ccccc43)C2=O)cc1 (stereo not given),0.37,-0.04,11
CCC1(C(=O)O)NC(c2cc(OC)ccc2O)C2C(=O)N(Cc3ccccc3)C(=O)C21 (stereo not given),1.6,0.94,·
COc1ccc([N+](=O)[O-])cc1NC(=O)C(C)OC(=O)c1ccccc1C(=O)c1ccc(Cl)cc1 (stereo not given),-0.16,-0.91,-61
COC(=O)C1CCN(c2cc(=O)n(-c3ccccc3Cl)c(=O)[nH]2)CC1,0.47,-0.02,-6
CN(C(=O)CSc1nc2ccccc2s1)c1c(N)n(Cc2ccccc2)c(=O)[nH]c1=O,·,·,-33
O=C(NC(=S)Nc1ccc2c(c1)OCCO2)c1ccccc1,-0.49,-0.37,·
Cc1cccc(C)c1NC(=O)CCCSc1nnc(-c2ccco2)o1,0.41[13.6 µM],2.3,·
COc1cc(CC(=O)Nc2ccccc2N2CCOCC2)cc(OC)c1OC,·,·,-33
CCOC(=O)N1CCC(NC(=O)CCc2c(C)nc3ncnn3c2C)CC1,0.83,0.81,-19
CCOC(=O)c1ccc(NS(=O)(=O)c2cc(-c3nnnn3C(C)C)ccc2OC)cc1,-0.59,-0.3,·
O=C(Nc1nc(N2C(=O)c3ccccc3C2=O)n(-c2ccccc2)n1)c1ccccc1,2,1.8,11
CC1(C)Cc2c(c(N3CCOCC3)nc3sc4c(N5CCOCC5)nnnc4c23)CS1,-0.34,-0.67,·
CN(C)CCNC(=O)c1cc2cc(Br)ccc2oc1=O,1.2,0.24,·
COc1ccccc1Nc1nc(NCCO)c2ccccc2n1,-0.27,-0.69,0
Cc1ccccc1CS(=O)(=O)Cc1ccc(C(=O)NCCCN2CCCC2=O)o1,0.83,0.63,0
CCCNC(=O)CSc1nnc(-c2ccccc2Br)n1-c1cccc(C(F)(F)F)c1,0.04,-0.09,·
O=C1CC(N2CCN(C/C=C/c3ccccc3)CC2)C(=O)N1CCc1ccccc1 (stereo not given),-0.27,0.13,18
Cc1cc(C)cc(OCC(O)CN2C(=O)NC(C)(C)C2=O)c1 (stereo not given),0.12,0.59,·
Cc1ccc(NC(=O)c2ccc3c(c2)C(=O)N(CC2CCCO2)C3=O)cc1C (stereo not given),·,·,33
CC(=O)N1CCCc2cc(S(=O)(=O)N(CC(C)C)CC(C)C)ccc21,0.29,2.1,9

# Random excerpt: four entries already listed, in no set order.
SMILES,SDO1 yeast rescue,SDO1 yeast rescue Rescue 24 h,Insulin prom inh
Cc1ccc(NS(=O)(=O)c2ccc(OCC(=O)NCc3ccncc3)cc2)cc1,1.6,1.6,·
COc1ccc(N2C(=O)CC(n3c(CCCCO)nc4ccccc43)C2=O)cc1 (stereo not given),0.37,-0.04,11
Cc1ccc(NC(=O)c2ccc3c(c2)C(=O)N(CC2CCCO2)C3=O)cc1C (stereo not given),·,·,33
COc1ccccc1Nc1nc(NCCO)c2ccccc2n1,-0.27,-0.69,0

# Compound activity as filed in PubChem BioAssay.
